Pf Dd2 growth = blocks growth of Plasmodium falciparum Dd2 parasites; actives 2.3% (n = 94,000); P. falciparum Dd2 growth, SYBR Green, 72 h; stronger effect = lower value; activity change, % at 10 µM; in the data active means activity change below about -80%; inconclusive means no clear call, values can overlap the other calls
Tcruzi prolif = inhibitors of T. cruzi proliferation | T. cruzi beta-gal in NIH3T3, GalScreen luminescence, 90 h | inhibition, % at 8.34 µM | actives 5.9% (n = 77,000) | AID 624255;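 active means mean inhibition above about 93%, with at least 55% of replicates each passing it, limit read from the data, passing the limit was not always enough; inconclusive means only one of those two conditions holds; inactive means neither condition holds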
KDM4C inh = KDM4C (human) demethylase inhibition | actives 0.15% (n = 96,000) | inhibition, % at 12.5 µM | GST-KDM4C 2-372, H3K9me3 peptide, LANCE TR-FRET;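 active means mean replicate inhibition above about 25%, with at least 55% of replicates also reaching it, limit read from the data, passing the limit was not always enough; inconclusive means only one of those two conditions met; inactive means neither condition met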
Target sequence (Q9H3R0 2-372 limits assumed): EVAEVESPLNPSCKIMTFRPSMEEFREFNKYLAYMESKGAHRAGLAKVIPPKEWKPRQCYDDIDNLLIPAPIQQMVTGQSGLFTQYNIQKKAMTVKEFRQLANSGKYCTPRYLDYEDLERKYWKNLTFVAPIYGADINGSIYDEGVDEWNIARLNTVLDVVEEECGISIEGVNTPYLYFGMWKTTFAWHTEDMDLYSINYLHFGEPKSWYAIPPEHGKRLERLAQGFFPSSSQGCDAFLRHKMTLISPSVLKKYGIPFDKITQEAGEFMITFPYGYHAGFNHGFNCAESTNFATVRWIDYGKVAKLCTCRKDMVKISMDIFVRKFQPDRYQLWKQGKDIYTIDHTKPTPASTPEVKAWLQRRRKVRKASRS
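material = GST-tagged GASC-1 (JMJD2C) catalytic fragment, aa 2-372 | amount = enzyme final amount 10 nM | medium = HEPES buffer, pH 7.5, plus ascorbate | also added = H3K9me3 peptide substrate, Fe(II), 2-oxoglutarate | dosing = single dose | times = 30 min demethylation and 1 h detection at room temperature | detection = LANCE TR-FRET | read-out basis = Fall in 671/618 emission ratio as inhibition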
C diff growth = C. difficile growth inhibition; AID 1259249; growth activity, negative = inhibition, % at 16 µg/mL (by protocol); Clostridium difficile clinical isolate growth, OD600, 24 h; stronger effect = lower value; actives 0.25% (n = 86,000);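 active means mean growth activity at or below -80% and every replicate also at or below -80%; inconclusive means mean at or below -80% but some replicate above -80%; inactive means mean growth activity above -80%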;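 further: 0% = DMSO wells and -100% = levofloxacin 16 µg/mL wells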
Numbers without * were called inactive; ? = inconclusive; . = no result given; & = joins results of further samples.

SMILES	Pf Dd2 growth	Tcruzi prolif	KDM4C inh	C diff growth
COc1ccc2c3c([nH]c2c1)[C@H](CO)N(C(=O)C1CCC1)CC31CN(C(=O)NC(C)C)C1	-70	.	0.1	-2
CC(=O)N1CC[C@@H]2[C@H]1c1cc(-c3cccc(F)c3)ccc1N[C@@H]2CO	28	65	-1.3	-6
CN(C)CC(=O)N[C@@H]1CC[C@@H](CC(=O)NCc2ccc(Cl)cc2)O[C@H]1CO	11	31	1.5	7
COc1ccc(NC(=O)N(C)C[C@@H]2OCCCC[C@@H](C)Oc3ccc(NC(=O)Cc4ccccc4)cc3C(=O)N([C@H](C)CO)C[C@@H]2C)cc1	13	-27	-2.9	5
COc1ccc(NC(=O)Nc2ccc3c(c2)C(=O)N([C@H](C)CO)C[C@H](C)[C@H](CN(C)Cc2ccc(C(=O)O)cc2)OCCCC[C@H](C)O3)cc1	47	-46	0.2	-4
C[C@@H]1CN([C@@H](C)CO)C(=O)CCCn2cc(nn2)CO[C@H]1CN(C)Cc1cccc(O)c1	10	12	-0.4	.
CO[C@H]1CC[C@@H]2CCN(C)C(=O)C[C@@H](c3ccccc3)CN(C)C(=O)c3cc(C#N)ccc3OC[C@H]1O2	.	-4	0.4	3
C/C=C/c1ccc([C@H]2[C@@H](CO)N3C(=O)CN(Cc4ccc(C(=O)OC)cc4)C[C@H]23)cc1	0	.	0.1	-3
CO[C@H]1CN(C)C(=O)c2ccc(NC(=O)C3CC3)cc2OC[C@H](C)N(C(=O)CN2CCOCC2)C[C@H]1C	27	27	0.0	.
COc1ccccc1NC(=O)N1CCCCN2[C@H](CO)[C@H](c3ccc(-c4cccc(C#N)c4)cc3)[C@H]2C1	-1	-15	-1.4	24
O=C(C[C@@H]1CC[C@@H](NC(=O)Cc2ccccn2)[C@@H](CO)O1)NCCc1ccccc1	.	.	-0.4	1
O=C(C[C@@H]1CC[C@@H]2[C@H](COC[C@H](O)CN2C(=O)Nc2ccc(Cl)cc2)O1)NC1Cc2ccccc2C1	9	.	0.6	72&-12
COc1ccc(NC(=O)Nc2ccc3c(c2)C(=O)N([C@@H](C)CO)C[C@H](C)[C@H](CN(C)C(=O)Nc2ccc(F)cc2)OCCCC[C@H](C)O3)cc1	19	61	-2.0	-1
O=C(C[C@@H]1CC[C@H]2[C@@H](COC[C@@H](O)CN2CCc2ccccc2)O1)NCCCN1CCOCC1	10	23	-1.2	-2&-3
O=C(C[C@@H]1CC[C@@H]2[C@H](COC[C@@H](O)CN2Cc2ccccc2F)O1)NCc1ccccc1F	-8	4	0.2	-2
CCCN1C[C@@H](C)[C@@H](OC)CN(C)C(=O)c2ccc(NC(=O)C3CCOCC3)cc2OC[C@H]1C	-23	23	2.6	8
CCC(=O)Nc1ccc2c(c1)C(=O)N(C)C[C@@H](OC)[C@@H](C)CN(C(=O)CC1CC1)[C@@H](C)CO2	17	-5	0.4	.
Cc1noc(C)c1NC(=O)N(C)C[C@H]1OCCCC[C@H](C)Oc2ccc(NS(=O)(=O)c3cn(C)cn3)cc2C(=O)N([C@H](C)CO)C[C@@H]1C	44	-6	0.4	.
CN1c2ccc(Br)cc2[C@H]2[C@H](CCN2S(=O)(=O)c2ccccc2F)[C@H]1CO	7	72	-1.0	0
C[C@H](CO)N1C[C@H](C)[C@H](CN(C)S(=O)(=O)c2ccccc2)Oc2ncc(-c3ccncc3)cc2C1=O	-15	5	-0.1	-3
C[C@H](CO)N1C[C@H](C)[C@@H](CN(C)C)Oc2ccc(NC(=O)NC3CCCCC3)cc2CC1=O	5	.	1.1	-2&-9
C[C@H]1CN([C@@H](C)CO)C(=O)c2cccc(NS(=O)(=O)c3ccc(Cl)cc3)c2O[C@@H]1CN(C)C(=O)Nc1ccccc1	22	19	-0.1	13
O=C(C[C@@H]1CC[C@H](NC(=O)C2CCOCC2)[C@H](CO)O1)Nc1ccc(-c2ccccc2)cc1	-5	42	-0.3	-3
COCC(=O)N(C)C[C@@H]1Oc2ncc(C#CC(C)(C)O)cc2C(=O)N([C@H](C)CO)C[C@@H]1C	56	-59	-1.0	-1
C[C@H]1CCCCO[C@@H](CN(C)C(=O)C2CCCCC2)[C@@H](C)CN([C@@H](C)CO)C(=O)c2cc(NC(=O)C3CCCCC3)ccc2O1	?	-68	-1.1	-6
The listing continues:
SMILES	Pf Dd2 growth	Tcruzi prolif	KDM4C inh	C diff growth
C[C@@H]1CN([C@@H](C)CO)S(=O)(=O)c2ccc(C#CC3CCCCC3)cc2O[C@H]1CN(C)Cc1cccnc1	-41	90	-1.7	.
O=C(C1CCCCC1)N1CC(=O)N2[C@H](CO)[C@H](c3ccc(C#CCc4ccccc4)cc3)[C@H]2C1	-43	.	-0.5	-7
CN(C)C(=O)c1ccc(-c2ccc([C@H]3[C@@H](CO)N4C(=O)CN(C(=O)CC5CC5)C[C@@H]34)cc2)cc1	2	.	-0.5	-2
CCNC(=O)C[C@@H]1CC[C@@H]2[C@H](COC[C@H](O)CN2C(=O)C2CC2)O1	12	14	-1.0	-3
CC(C)CC#Cc1cnc2c(c1)C(=O)N([C@H](C)CO)C[C@H](C)[C@H](CN(C)C(=O)Cc1ccccc1)O2	13	101	0.6	0
C[C@H]1CN([C@@H](C)CO)C(=O)c2cccc(NC(=O)C3CCOCC3)c2O[C@H]1CN(C)S(=O)(=O)c1ccc(F)cc1	-19	9	0.6	0
O=C(C[C@H]1C[C@H]2c3cc(NC(=O)C4CCC4)ccc3O[C@H]2[C@@H](CO)O1)NCC1CC1	-2	9	-2.5	2
CCC(=O)Nc1ccc2c(c1)OC[C@H](C)N(C(=O)c1ccccn1)C[C@H](C)[C@@H](OC)CN(C)C2=O	.	-12	0.7	-3
C[C@@H]1CN([C@@H](C)CO)C(=O)c2cc(NS(C)(=O)=O)ccc2O[C@@H](C)CCCCO[C@@H]1CN(C)S(=O)(=O)c1cn(C)cn1	51	-54	0.5	4
O=C(C[C@@H]1CC[C@H]2[C@@H](COC[C@H](O)CN2Cc2cccc(F)c2)O1)NCc1ccncc1	26	13	0.7	1&-2
C[C@@H]1CN([C@H](C)CO)C(=O)c2cc(NC(=O)Nc3ccc(C(F)(F)F)cc3)ccc2O[C@H]1CN(C)C(=O)NC1CCCCC1	-42	.	1.2	-6
CCCN1[C@H](C(=O)N[C@@H](C)c2ccccc2)[C@@H](CO)[C@@H]2Cn3c(ccc(-c4cccc(F)c4)c3=O)[C@@H]21	.	108*	14	-7
C[C@@H]1CCCCO[C@H](CN(C)Cc2ccc(C(=O)O)cc2)[C@@H](C)CN([C@H](C)CO)C(=O)c2cc(NS(=O)(=O)c3cccs3)ccc2O1	13	4	0.8	0
CC(C)NC(=O)Nc1ccc2c(c1)C(=O)N([C@@H](C)CO)C[C@H](C)[C@@H](CN(C)Cc1ccc3c(c1)OCO3)OCCCC[C@@H](C)O2	-41	59	-0.3	2
C[C@H]1CN([C@@H](C)CO)C(=O)c2cc(NC(=O)CCCN(C)C)ccc2O[C@H]1CN(C)S(=O)(=O)c1cn(C)cn1	43	8	-1.1	4
COc1ccc(C(=O)N2C[C@H]3[C@@H](c4ccccc42)[C@H](CO)N3Cc2ccc(Cl)cc2)cc1	-10	61	1.5	18
COc1ccc(NC(=O)N(C)C[C@@H]2Oc3ncc(C#Cc4ccc(F)cc4)cc3C(=O)N([C@H](C)CO)C[C@@H]2C)cc1	-55	4	-4.8	0
CCC(=O)N1CC(=O)N2[C@H](CO)[C@H](c3ccc(C#CC4CCCCC4)cc3)[C@H]2C1	-20	.	-3.5	-2
COc1ccc(CNC(=O)C[C@@H]2C[C@@H]3c4cc(NS(C)(=O)=O)ccc4O[C@@H]3[C@H](CO)O2)cc1	15	4	-2.7	2
C[C@H](CO)N1C[C@H](C)[C@H](CN(C)C(=O)c2ccncc2)Oc2ncc(C#CC3CCCC3)cc2C1=O	-12	.	1.4	0
COc1ccc2c3c(n(C)c2c1)[C@@H](CO)N(C(=O)Nc1ccc(F)cc1)CC31CN(Cc2ccccn2)C1	-57	.	3.5	-3
COc1ccccc1S(=O)(=O)N[C@@H]1C=C[C@H](CC(=O)N2CCOCC2)O[C@@H]1CO	-6	24	2.8	0
C[C@@H]1CN([C@@H](C)CO)C(=O)c2cccc(NC(=O)C3CC3)c2O[C@@H]1CN(C)C(=O)Nc1ccc(F)cc1	-53	11	-0.6	-2
CC(C)CC#Cc1ccc2c(c1)O[C@@H](CN(C)C(=O)Nc1ccccc1)[C@H](C)CN([C@H](C)CO)S2(=O)=O	-43	121*	0.9	2
C[C@H]1CN([C@@H](C)CO)S(=O)(=O)c2ccc(-c3ccncc3)cc2O[C@H]1CN(C)Cc1cncnc1	-7	104*	-0.8	0

Ordered by value in KDM4C inh (descending): some entries from above
molecule,Pf Dd2 growth,KDM4C inh
CC(C)CC#Cc1ccc2c(c1)O[C@@H](CN(C)C(=O)Nc1ccccc1)[C@H](C)CN([C@H](C)CO)S2(=O)=O,-43,0.9
COc1ccc(CNC(=O)C[C@@H]2C[C@@H]3c4cc(NS(C)(=O)=O)ccc4O[C@@H]3[C@H](CO)O2)cc1,15,-2.7
COc1ccc(NC(=O)N(C)C[C@@H]2Oc3ncc(C#Cc4ccc(F)cc4)cc3C(=O)N([C@H](C)CO)C[C@@H]2C)cc1,-55,-4.8

Returning to the listing; the five compounds before the break are reprinted first.
SMILES	Pf Dd2 growth	Tcruzi prolif	KDM4C inh	C diff growth
COc1ccc2c3c(n(C)c2c1)[C@@H](CO)N(C(=O)Nc1ccc(F)cc1)CC31CN(Cc2ccccn2)C1	-57	.	3.5	-3
COc1ccccc1S(=O)(=O)N[C@@H]1C=C[C@H](CC(=O)N2CCOCC2)O[C@@H]1CO	-6	24	2.8	0
C[C@@H]1CN([C@@H](C)CO)C(=O)c2cccc(NC(=O)C3CC3)c2O[C@@H]1CN(C)C(=O)Nc1ccc(F)cc1	-53	11	-0.6	-2
CC(C)CC#Cc1ccc2c(c1)O[C@@H](CN(C)C(=O)Nc1ccccc1)[C@H](C)CN([C@H](C)CO)S2(=O)=O	-43	121*	0.9	2
C[C@H]1CN([C@@H](C)CO)S(=O)(=O)c2ccc(-c3ccncc3)cc2O[C@H]1CN(C)Cc1cncnc1	-7	104*	-0.8	0
O=C(Cc1ccccc1)N1CC(=O)N2[C@H](C1)[C@@H](c1ccc(Br)cc1)[C@@H]2CO	25	.	0.5	-6
O=C(C[C@H]1CC[C@H](NC(=O)C2CC2)[C@@H](CO)O1)NCc1ccncc1	12	-36	-5.5	-3
C[C@@H]1CN([C@@H](C)CO)S(=O)(=O)c2ccc(/C=C/c3ccccc3)cc2O[C@@H]1CN(C)Cc1cccnc1	-37	88*	-0.7	-5
CCS(=O)(=O)Nc1ccc2c(c1)C(=O)N(C)[C@@H]1CC[C@H](CC(=O)N3CCOCC3)O[C@@H]1CO2	0	72	0.9	-8
O=C(C[C@@H]1CC[C@H](NC(=O)Nc2cc(F)ccc2F)[C@H](CO)O1)NCc1ccncn1	13	-26	0.9	-3
C[C@H](CO)N1C[C@H](C)[C@@H](CN(C)Cc2ccccc2C(=O)O)OCc2cn(nn2)CCCC1=O	11	-31	-0.9	.
CO[C@@H]1CN(C)C(=O)c2ccc(NC(=O)c3ccccc3F)cc2OC[C@H](C)N(C)C[C@H]1C	5	1	-1.6	0
O=C(NC[C@H]1N[C@H](CO)[C@@H]1c1ccc(C2=CCCCC2)cc1)c1ccccc1	-8	95	-1.1	15
O=C(C[C@@H]1CC[C@@H]2[C@H](COC[C@H](O)CN2CC2CCCCC2)O1)NCc1ccc(F)cc1	.	?	-0.5	-1&-4
Cc1cccc(-c2ccc([C@@H]3[C@H]4CN(C(=O)Cc5ccccn5)CC(=O)N4[C@H]3CO)cc2)c1	-12	.	-1.1	4
COCc1cn(CC[C@@H]2CC[C@H](NC(=O)Nc3ccc(C(F)(F)F)cc3)[C@@H](CO)O2)nn1	-30	16	1.0	5
C[C@H]1CN([C@@H](C)CO)C(=O)c2cc(-c3cccc(F)c3)cnc2O[C@H]1CN(C)CC1CCOCC1	18	.	-0.6	3
N#C[C@H]1N[C@H](CO)[C@@H]1c1ccc(/C=C/c2ccccc2)cc1	26&26	-29&1	3.1	3&0
C[C@H](NC(=O)C[C@H]1C[C@@H]2c3cc(NC(=O)C4CCOCC4)ccc3O[C@@H]2[C@H](CO)O1)c1ccccc1	20	47	-1.0	.
C[C@@H](NC(=O)[C@H]1[C@H](CO)[C@H]2Cn3c(cccc3=O)[C@@H]1N2C(=O)C1CCCC1)c1ccccc1	13	54	2.9	-2
CC(C)CC#Cc1cnc2c(c1)C(=O)N([C@H](C)CO)C[C@@H](C)[C@H](CN(C)S(C)(=O)=O)O2	-9	44	-0.4	-8

Reformatted: entries from further up.
mol,Pf Dd2 growth,Tcruzi prolif,KDM4C inh,C diff growth
CCCN1[C@H](C(=O)N[C@@H](C)c2ccccc2)[C@@H](CO)[C@@H]2Cn3c(ccc(-c4cccc(F)c4)c3=O)[C@@H]21,.,108*,14,-7
C[C@@H]1CCCCO[C@H](CN(C)Cc2ccc(C(=O)O)cc2)[C@@H](C)CN([C@H](C)CO)C(=O)c2cc(NS(=O)(=O)c3cccs3)ccc2O1,13,4,0.8,0

Screening results from PubChem.
